ADAM10 inh: human ADAM10 inhibitors, primary screen, biochemical, QFRET, HTS; Disintegrin and metalloproteinase domain-containing protein 10 (Homo sapiens), O14672; recombinant ADAM10, EDANS/DABCYL FRET peptide cleavage, 3 h; inhibition, % at 7 µM; 0.62% of 370,000 active;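 active means inhibition above a per-campaign cutoff equal to the mean of compounds falling between control-based bounds plus 3 SD, cut at about 20% in these data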;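 further: 0% = DMSO wells while the 100% control is not disclosed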
DDE Tn7 FP inh: inhibitors of Tn7 peptide binding to fibrin DD(E), primary screen, biochemical, fluorescence polarization, human fibrin, Tn7 probe; Fibrinogen beta chain (Homo sapiens), P02675; FP displacement of FITC-Tn7 peptide from fibrin DD(E); 0% = median of compound wells per plate; inhibition, % at 8.3 µM; 0.13% of 370,000 active; AID 720508, 2013;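 active means inhibition above the mean of compounds falling within the control limits plus 3 SD of them, cut at about 14% in these data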;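 further: 0% = plate median of compound wells and 100% = 10 µM Aha-Tn7 peptide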
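system = human fibrin DD(E) protein | quantity = DD(E) 2 µM final | medium = Tris/NaCl/CaCl2 buffer, pH 7.8 | also added = labelled Tn7 tracer, 0.1 µM | compound dosing = single point at 8.3 µM | timing = compound with protein 10 min, then 3 h after probe, room temperature | signal = FP measurement | benchmarks = Aha-Tn7 high control | repeats = one replicate per compound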
LEDGF integ inh: blockers of LEDGF/p75-dependent integrase strand transfer – biochemical, TR-FRET, high throughput, primary screen; AID 743269, 2014; inhibition, % at 3.7 µM; HIV-1 integrase (with human LEDGF/p75); 0.64% of 370,000 active; TR-FRET IN-LEDGF/p75 DNA integration, Eu/Cy5;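 active means inhibition above the screen-wide mean plus 3 SD, cut at about 13% in these data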;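 further: signal is the Cy5 over europium emission ratio at 671 and 618 nm; 0% = plate median of compound wells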
KLK7 zymogen act: proKLK7 zymogen activators, primary screen, biochemical, fluorescence intensity | Kallikrein-7 (Homo sapiens), P49862 | purified proKLK7, EDANS-DABCYL substrate fluorescence; 100% is mature enzyme control, 0% vehicle | activation, % at 7 µM | 0.9% of 370,000 active;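 active means activation above the mean of all tested compounds plus 3 SD, computed per campaign excluding outliers beyond control limits, cut at about 13% in these data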
ASAP1 inh: inhibitors of human ASAP1 ArfGAP activity, primary screen, biochemical, fluorescence polarization; Arf-GAP with SH3 domain, ANK repeat and PH domain-containing protein 1 (Homo sapiens), …; 0.19% of 360,000 active; inhibition, % at 16.5 µM; ASAP1-stimulated ARF1 GTP hydrolysis, GDP FP detection; in the data active means inhibition above about 25%;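 further: 0% = vehicle with enzyme and substrate and 100% = no enzyme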
Tn6 DDE FP: inhibitors of Tn6 peptide binding to fibrin DD(E), primary screen, biochemical, fluorescence polarization, human fibrin, Tn6 probe; Fibrinogen beta chain (Homo sapiens), P02675; Fibrin DD(E) TRITC-Tn6 fluorescence polarization displacement; inhibition, % at 8.3 µM; 0.21% of 370,000 active; AID 720509, 2013;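 active means inhibition above a per-campaign cutoff: mean of compounds within control limits plus 3 SD, cut at about 15% in these data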;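 further: 0% = median of all compound wells on the plate and 100% = blocking peptide control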
PLC-gamma1 inh: PLC-gamma1 enzyme inhibitors, primary screen, biochemical, fluorescence, purified enzyme. 1-phosphatidylinositol 4,5-bisphosphate phosphodiesterase gamma-1 (Homo sapiens), P19174. fluorogenic substrate. inhibition, % at 12.2 µM. 0.84% of 370,000 active. AID 720700, 2013; in the data active means inhibition above about 9.5%
Target sequence (P19174 whole entry, looked up): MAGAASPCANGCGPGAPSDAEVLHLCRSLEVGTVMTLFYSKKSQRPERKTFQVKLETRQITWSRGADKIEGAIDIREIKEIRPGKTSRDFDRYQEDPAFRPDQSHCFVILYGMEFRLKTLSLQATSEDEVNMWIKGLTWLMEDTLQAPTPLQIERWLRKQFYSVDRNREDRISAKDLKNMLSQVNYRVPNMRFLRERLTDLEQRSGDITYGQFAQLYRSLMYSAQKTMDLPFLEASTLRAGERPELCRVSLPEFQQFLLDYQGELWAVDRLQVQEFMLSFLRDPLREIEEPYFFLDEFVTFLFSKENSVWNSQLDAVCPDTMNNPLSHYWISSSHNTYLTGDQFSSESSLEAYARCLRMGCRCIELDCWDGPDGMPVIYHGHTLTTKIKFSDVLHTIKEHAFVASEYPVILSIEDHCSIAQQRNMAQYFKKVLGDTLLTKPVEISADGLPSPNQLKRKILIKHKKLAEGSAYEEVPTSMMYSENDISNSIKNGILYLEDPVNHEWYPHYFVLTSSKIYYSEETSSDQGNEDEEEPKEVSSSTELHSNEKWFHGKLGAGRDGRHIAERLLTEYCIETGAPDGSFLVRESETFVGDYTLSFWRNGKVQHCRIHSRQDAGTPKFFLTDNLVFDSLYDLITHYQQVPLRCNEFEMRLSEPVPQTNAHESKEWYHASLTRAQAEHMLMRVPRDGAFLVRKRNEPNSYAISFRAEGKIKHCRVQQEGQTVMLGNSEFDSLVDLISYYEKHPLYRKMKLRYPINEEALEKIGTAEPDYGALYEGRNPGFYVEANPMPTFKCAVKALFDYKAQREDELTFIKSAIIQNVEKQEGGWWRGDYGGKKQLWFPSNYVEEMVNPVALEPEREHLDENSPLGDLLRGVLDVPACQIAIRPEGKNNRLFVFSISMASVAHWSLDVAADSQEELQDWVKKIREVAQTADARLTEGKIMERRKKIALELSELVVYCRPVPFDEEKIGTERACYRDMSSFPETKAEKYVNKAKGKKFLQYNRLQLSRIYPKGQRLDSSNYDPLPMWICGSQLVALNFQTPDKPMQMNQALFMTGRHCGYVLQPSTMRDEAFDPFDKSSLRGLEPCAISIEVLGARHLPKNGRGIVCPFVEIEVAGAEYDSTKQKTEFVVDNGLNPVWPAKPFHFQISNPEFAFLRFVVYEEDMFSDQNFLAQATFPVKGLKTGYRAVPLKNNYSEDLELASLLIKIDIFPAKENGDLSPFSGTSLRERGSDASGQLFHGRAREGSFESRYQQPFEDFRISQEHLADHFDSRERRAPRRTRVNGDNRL
ADAM17 inh: ADAM17 inhibitors, primary screen, biochemical, QFRET. Disintegrin and metalloproteinase domain-containing protein 17 (Homo sapiens), P78536. recombinant ADAM17, EDANS/DABCYL FRET peptide cleavage. inhibition, % at 6.95 µM. 0.83% of 370,000 active;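 active means inhibition above the mean of compounds lying between control limits plus 3 SD, set per campaign, cut at about 8.5% in these data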;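 further: 0% = DMSO-only wells as the low control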
ARFGAP1 inhibitor: inhibitors of rat ARFGAP1 GAP activity, primary screen, biochemical, fluorescence polarization, GDP tracer; Arfgap1-stimulated ARF1 GTP hydrolysis, GDP FP detection; inhibition, % at 16.5 µM; 0.26% of 360,000 active; ADP-ribosylation factor GTPase-activating protein 1 (Rattus norvegicus), Q62848;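 active means inhibition above a per-plate limit, mean inhibition of low control wells plus 3 SD, cut at about 25% in these data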;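 further: 0% = DMSO wells with enzyme and 100% = wells lacking Arfgap1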
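Repeats: one replicate per compound; assay system: rat Arfgap1 catalytic domain, aa 1-136; times: enzyme reaction 120 min at 25 °C after 20 min preincubation; detection: FP of antibody-bound GDP Alexa 633 tracer, ex 620/em 688 nm; benchmarks: high control wells lacking Arfgap1, low control full reaction with DMSO; reagent: human ARF1(Δ1-17)-GTP substrate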
TDP2 inh: human TDP2 enzyme inhibitors, primary screen, biochemical, epi absorbance, recombinant enzyme; Tyrosyl-DNA phosphodiesterase 2 (Homo sapiens), O95551; T5PNP hydrolysis, p-nitrophenol absorbance 415 nm; inhibition, % at 12.8 µM; 0.34% of 370,000 active;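 active means inhibition above the mean of all tested compounds plus 3 SD, set per campaign, cut at about 25% in these data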;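 further: 0% = DMSO with enzyme and 100% = buffer with substrate but no TDP2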
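Evaluation: % inhibition relative to enzyme-containing and enzyme-free wells. Material: recombinant human TDP2. Benchmarks: enzyme-free and DMSO wells. Timing: enzyme reaction with compound for 2 h at 37 °C. Compound dosing: 12.8 µM only. Measured by: p-Nitrophenol epi absorbance. Reagent: T5PNP substrate at 5 mM, a TopII-DNA adduct mimic. Replication: single well per compound.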
* marks the source's active call; other numbers are inactive results. Hits appear at their usual frequency; about 4.2% have a hit in one of these screens.

nr	Molecule	ADAM10 inh	DDE Tn7 FP inh	LEDGF integ inh	KLK7 zymogen act	ASAP1 inh	Tn6 DDE FP	PLC-gamma1 inh	ADAM17 inh	ARFGAP1 inhibitor	TDP2 inh
1	Cc1cc(C)n2nc(-c3ccco3)nc2n1	-171	3	-2	2.4	0	-2	-34	-55	2	0
2	CNC(=O)C1=C(C)Nc2nc3ccccc3n2C1c1cccc(OC)c1 (stereo unspecified)	-21	8	-1	-0.8	-9	-5	-12	-4	-3	-1
3	CCCCN1C(=O)C(CC(=O)NC(c2ccccc2)c2ccccc2)CC(C(=O)N(C(C)C)C(C)C)=C1C (stereo unspecified)	-5	-3	-2	0.8	11	-7	-1	-4	-3	12
4	CC(=O)NCCc1nc2ccccc2n1CCOc1ccccc1C	2	1	-2	-0.4	-6	0	0	-5	-1	4
5	CON(C)c1nc(OCCNC(=O)COc2ccc(Cl)cc2C)nc(N(C)C)n1	3	7	0	0.6	1	-4	4	-1	1	1
6	Fc1ccc(-c2nnc(SCc3cccnc3)o2)cc1	-3	0	-3	0.7	6	12	1	-2	6	1
7	CC1(C(=O)NS(=O)(=O)c2cccc(C#N)c2)CCN1C(=O)Cc1ccccc1 (stereo unspecified)	-13	-3	-3	-0.2	-8	-3	1	-5	4	5
8	CN(C)c1ccc(C=NCCC2(c3ccccc3)CCOC(C)(C)C2)cc1 (stereo unspecified)	4	0	1	0.1	-34	8	0	1	-12	-1
9	CC(NC(=O)C1CCN(C(=O)c2cccs2)CC1)c1ccc(S(N)(=O)=O)cc1 (stereo unspecified)	-9	-7	-3	0.1	-1	8	-2	-2	7	6
10	O=S(=O)(/N=C(/c1ccc(Cl)cc1)N1CCOCC1)c1ccc(Cl)cc1	4	0	-1	0.4	-2	2	2	-2	2	7
11	O=C(COc1ccc2ccccc2c1)Nc1cccc2cccnc12	-8	7	-3	-2.4	-2	7	-5	-2	8	7
12	CCSc1ncc(CO)c(N)n1	5	-3	7	-0.1	8	-1	2	0	-2	5
13	NC(COCc1ccccc1)c1csc(Nc2cc(Oc3ccccc3)ncn2)n1 (stereo unspecified)	3	-2	7	-0.4	3	0	4	2	9	-9
14	O=C(Nc1nc2ccccc2n1CCN1CCCCC1)C1CCCCC1	-1	7	7	-0.3	7	-4	0	-5	-10	-5
15	CC1CCCC(C)N1CCCNC(=O)Cn1c(=O)c2cccn2c2cccnc21 (stereo unspecified)	-20	-3	-1	0.0	2	3	-8	-11	-13	14
16	O=C(NCc1ccco1)c1ccc(-c2ccccc2Cl)o1	7	-3	2	-0.1	-2	4	-1	0	12	14
17	CC(=O)N(CCC(Cc1ccccc1)c1ccc2c(c1)OCO2)Cc1ccc(Cl)cc1 (stereo unspecified)	10	-2	0	0.6	-6	1	-1	1	-2	-2
18	Cc1cc(C)cc(C(=O)NCC(=O)NCc2ccc(S(N)(=O)=O)cc2)c1	-9	6	-4	-0.1	-5	0	1	-2	3	7
19	O=C(COC(=O)c1ccc(O)cc1O)N=c1sccn1Cc1ccccc1Cl	13	13	1	0.1	5	8	-1	5	0	-10
20	CC(NC(=O)c1ccc(F)cc1)c1ccc(F)cc1 (stereo unspecified)	3	1	-3	-0.7	1	4	-1	-2	-9	11
21	C/C(=N\NC(=O)c1nnn(-c2nonc2N)c1CSc1ccccc1)c1ccco1	-5	6	-3	-0.2	2	-3	-3	0	5	-17
22	O=C1CN(C(=O)CNC(=O)c2ccc(Cl)cc2Cl)CCN1	7	2	-1	0.0	-3	-2	1	-1	6	18
23	COc1ccc(C2CC(=O)C(c3ccccc3)=CN2Cc2ccccc2)cc1 (stereo unspecified)	2	-5	0	0.5	-4	1	-14	4	-1	1
24	CCn1nnnc1SCC(=O)N1CCCc2ccccc21	5	4	-1	-0.5	-17	-3	-1	4	-11	-14
25	COc1cc(-c2nnc(SCC3(c4ccccc4)OCCO3)o2)cc(OC)c1OC	4	-1	-2	0.1	2	-7	12*	1	12	-12

An excerpt from above in order of heavy-atom count, lowest first:
nr	Molecule	ADAM10 inh	DDE Tn7 FP inh	LEDGF integ inh	KLK7 zymogen act	ASAP1 inh	Tn6 DDE FP	PLC-gamma1 inh	ADAM17 inh	ARFGAP1 inhibitor	TDP2 inh
12	CCSc1ncc(CO)c(N)n1	5	-3	7	-0.1	8	-1	2	0	-2	5
1	Cc1cc(C)n2nc(-c3ccco3)nc2n1	-171	3	-2	2.4	0	-2	-34	-55	2	0
20	CC(NC(=O)c1ccc(F)cc1)c1ccc(F)cc1 (stereo unspecified)	3	1	-3	-0.7	1	4	-1	-2	-9	11
6	Fc1ccc(-c2nnc(SCc3cccnc3)o2)cc1	-3	0	-3	0.7	6	12	1	-2	6	1
22	O=C1CN(C(=O)CNC(=O)c2ccc(Cl)cc2Cl)CCN1	7	2	-1	0.0	-3	-2	1	-1	6	18
11	O=C(COc1ccc2ccccc2c1)Nc1cccc2cccnc12	-8	7	-3	-2.4	-2	7	-5	-2	8	7
14	O=C(Nc1nc2ccccc2n1CCN1CCCCC1)C1CCCCC1	-1	7	7	-0.3	7	-4	0	-5	-10	-5
8	CN(C)c1ccc(C=NCCC2(c3ccccc3)CCOC(C)(C)C2)cc1 (stereo unspecified)	4	0	1	0.1	-34	8	0	1	-12	-1
23	COc1ccc(C2CC(=O)C(c3ccccc3)=CN2Cc2ccccc2)cc1 (stereo unspecified)	2	-5	0	0.5	-4	1	-14	4	-1	1
15	CC1CCCC(C)N1CCCNC(=O)Cn1c(=O)c2cccn2c2cccnc21 (stereo unspecified)	-20	-3	-1	0.0	2	3	-8	-11	-13	14
13	NC(COCc1ccccc1)c1csc(Nc2cc(Oc3ccccc3)ncn2)n1 (stereo unspecified)	3	-2	7	-0.4	3	0	4	2	9	-9
17	CC(=O)N(CCC(Cc1ccccc1)c1ccc2c(c1)OCO2)Cc1ccc(Cl)cc1 (stereo unspecified)	10	-2	0	0.6	-6	1	-1	1	-2	-2

Next section
nr	Molecule	ADAM10 inh	DDE Tn7 FP inh	LEDGF integ inh	KLK7 zymogen act	ASAP1 inh	Tn6 DDE FP	PLC-gamma1 inh	ADAM17 inh	ARFGAP1 inhibitor	TDP2 inh
26	CC1(C(=O)NS(=O)(=O)c2ccc(Cl)s2)CCN1C(=O)C1CCCCC1 (stereo unspecified)	-2	-4	5	0.5	7	3	2	0	-2	3
27	c1ccc(CCNc2ccccn2)nc1	-25	3	-2	-0.4	4	0	1	2	5	3
28	Cc1ccc(C(CNC(=O)Nc2cccc(C)c2)N2CCN(C)CC2)cc1 (stereo unspecified)	-6	-6	-3	0.2	-6	4	1	-8	4	-6
29	CCN=C1SC(CC(=O)NC(N)=O)C(=O)N1CC (stereo unspecified)	3	8	-2	0.1	14	2	1	-1	-9	2
30	CNC(=O)COc1ccc(S(=O)(=O)Nc2ccc(OC)cc2)cc1	-4	1	-2	-0.3	21	3	-1	0	6	2
31	O=C(c1ccc(Sc2ccccc2)c([N+](=O)[O-])c1)N1CCOCC1	4	-5	2	0.3	-2	1	8	5	6	-27
32	O=C1c2ccccc2-c2c1cccc2C(=O)N1CCN(C(=O)c2ccco2)CC1	2	3	-2	7.5	-9	5	-2	-1	-5	5
33	c1ccc2c(N3CCOCC3)c3c(nc2c1)CCC3	-5	-8	2	0.5	-10	7	-44	-6	4	-2
34	O=c1c(F)cn(C2CCCO2)c(=O)n1Cc1c(Cl)cccc1Cl (stereo unspecified)	-2	-4	-2	-0.1	7	-2	0	-2	-7	-1
35	CC(=O)Nc1cc(C(=O)N2CCCC2)ccc1S(=O)(=O)c1ccc(C)cc1	-16	-6	3	-0.9	0	-8	1	1	12	-4
36	Cc1ccc(C)c(C(=O)COC(=O)CCCC(=O)Nc2cc(C(F)(F)F)ccc2Cl)c1	20*	-7	4	-0.1	2	-1	2	9.8*	8	10
37	CC(=O)Nc1cc(-n2cnnn2)ccc1C	1	-1	2	-0.3	-10	3	1	-2	7	0
38	COc1ccc(C(=O)NCCSc2ccccn2)cc1	11	1	2	-0.5	-8	-3	2	0	6	0
39	O=C(Nc1nnc(-c2ccccc2F)s1)Nc1ccccc1F	-3	8	-2	-0.1	-7	-2	0	-3	-3	-10
40	CN(C(=O)CCN1C(=O)/C(=C/c2ccccc2)SC1=S)C1CCS(=O)(=O)C1 (stereo unspecified)	-1	1	1	0.9	2	0	2	-4	7	3
41	CC(=O)c1ccc(S(=O)(=O)N2CCn3cccc3C2C)cc1 (stereo unspecified)	-20	-7	0	3.7	-2	-3	-21	-4	3	11
42	COc1ccc(NC(=O)CCCCCN2C(=O)CCC2=O)cc1Cl	5	3	1	1.2	-6	-2	-1	-2	4	2
43	O=C(O)CC/C(=C\c1cc([N+](=O)[O-])ccc1Cl)c1nc2ccccc2s1	5	0	6	-0.3	-9	-3	3	4	3	-11
44	O=C(c1cc(F)ccc1F)C1CCCN(C(=O)c2cccs2)C1 (stereo unspecified)	8	-11	4	-0.1	4	8	-1	0	7	-9

Quoted from the listing:
cpd 40 in Tn6 DDE FP reads 0
cpd 43 in ADAM17 inh reads 4

Source: PubChem
